Vif inh: HIV Vif self-association inhibitors, primary screen, imaging, HEK293T, single point | HEK293T cells, Vif self-association by quenched fluorescence, 24 h | inhibition, % at 7.49 µM | 340,000 tested, 0.35% active; in the data active means inhibition above about 50%, passing the limit was not always enough; inconclusive means no clear call, values can overlap the other calls; inactive means below about 31%; further: some results filed as inactive read as strong as hits
TRAIL sens C8: viability loss with TRAIL in NB7+C8 cells, primary screen, TRAIL sensitizer project, cell-based, ATPlite luminescence; inhibition (viability loss, TRAIL sensitization), % at 10 µM; AID 624354, 2012; 360,000 tested, 1% active;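 active means compounds causing at least 50% loss of cell viability in the single-dose screen, relative to plate controls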
EBV LMP1 NFkB: EBV LMP1-driven NF-kappaB luciferase reporter inhibitors, primary screen, cell-based, luminescence, single point; LMP1-induced NF-kappaB luciferase reporter cells; inhibition, % at 12.5 µM; 350,000 tested, 0.69% active; AID 504558, 2011; in the data active means inhibition above about 41%; inconclusive means no clear call, values can overlap the other calls;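 further: 0% = neutral control wells and 100% = reference inhibitor control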
NCOA3 inh: SRC3 coactivator transcriptional activity inhibitors, primary screen, cell-based, luminescence; inhibition, % at 3.6 µM; 360,000 tested, 0.17% active; Nuclear receptor coactivator 3 (Homo sapiens), Q9Y6Q9; HEK293 GAL4-SRC3 luciferase reporter; AID 588352, 2011;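 active means inhibition above a per-campaign cutoff, the mean of all compounds plus 3 SD, cut at about 60% in these data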;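 further: 0% = DMSO-treated cells and 100% = gossypol-treated cells at 36 µM; higher means less SRC3-driven luciferase light from the GAL4 reporter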
TLR9-MyD88 inh: inhibitors of TLR9-MyD88 association in cells, primary screen, cell-based, CHO, BLA complementation, fluorescence | inhibition, % at 4.98 µM | 340,000 tested, 0.21% active | Toll-like receptor 9 (Homo sapiens) + Myeloid differentiation primary response protein … | AID 504734, 2011 | CCF4 FRET ratio;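 active means inhibition above the mean over all tested compounds plus 3 SD, cut at about 21% in these data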;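 further: 0% = DMSO only wells and 100% = clavulanate BLA inhibitor control wells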
SRC1 inh: SRC1 coactivator transcriptional activity inhibitors, primary screen, cell-based, luminescence; 360,000 tested, 0.12% active; inhibition, % at 3.6 µM; Nuclear receptor coactivator 1 (Homo sapiens), Q15788; HEK293 GAL4-SRC1 luciferase reporter;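 active means inhibition above the campaign mean plus 3 SD, with each screening campaign given its own cutoff, cut at about 60% in these data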;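 further: 0% = DMSO treated cells and 100% = gossypol at 36 µM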
LRH-1 inv ag: LRH-1 (NR5A2) inverse agonists, primary screen, cell-based, luminescence, HEK293T, StAR-luciferase reporter | LRH-1 transfected, 24 h | inhibition, % at 3.6 µM | 360,000 tested, 0.13% active | AID 602396, 2012;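 active means inhibition above the mean inhibition of all tested compounds plus 3 SD, cut at about 73% in these data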;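 further: 0% = DMSO wells and 100% = reporter-only cells lacking LRH-1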
Target sequence (O00482 whole entry, looked up): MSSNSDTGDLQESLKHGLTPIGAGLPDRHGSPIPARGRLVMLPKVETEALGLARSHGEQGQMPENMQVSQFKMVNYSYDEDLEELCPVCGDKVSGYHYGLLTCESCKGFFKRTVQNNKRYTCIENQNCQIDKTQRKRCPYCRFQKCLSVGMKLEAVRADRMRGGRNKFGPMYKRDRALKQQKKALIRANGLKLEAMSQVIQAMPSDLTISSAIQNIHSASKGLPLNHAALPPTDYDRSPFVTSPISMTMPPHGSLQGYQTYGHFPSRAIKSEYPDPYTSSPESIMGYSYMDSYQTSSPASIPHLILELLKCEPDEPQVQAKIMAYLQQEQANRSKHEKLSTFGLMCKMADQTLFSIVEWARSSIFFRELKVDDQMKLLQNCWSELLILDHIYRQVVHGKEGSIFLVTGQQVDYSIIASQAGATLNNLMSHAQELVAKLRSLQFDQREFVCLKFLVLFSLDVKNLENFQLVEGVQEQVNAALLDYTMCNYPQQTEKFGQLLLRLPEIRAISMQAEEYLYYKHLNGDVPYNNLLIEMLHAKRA
TROY NFkB inh: inhibitors of TROY-driven NF-kB signaling, primary screen, Q293 LMP1-TROYcd cells, NF-kB luciferase, uHTS. AID 1347056, 2019. 360,000 tested, 0.98% active. inhibition, % at 10 µM. Q293 LMP1-TROYcd NF-kB luciferase reporter, 4 h;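 active means compounds whose plate-normalised and pattern-corrected inhibition of the luciferase reporter signal at the single screening dose is 50% or more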
NR2F2 inh: NR2F2 transcriptional activity inhibitors, primary screen, cell-based, luciferase reporter, HEK293T, luminescence; COUP transcription factor 2 (Homo sapiens), P24468; HEK293T NGFI-A luciferase reporter; AID 686940, 2013; 370,000 tested, 0.7% active; inhibition, % at 8.6 µM;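 active means inhibition above a per-plate cutoff, mean inhibition of test wells between control levels plus 3 SD, cut at about 38% in these data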;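 further: cells cotransfected with COUP-TFII expression vector driving the NGFI-A reporter; 0% = median of COUP-TF2 test wells and 100% = reporter-only cells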
Target sequence (P24468 whole entry, looked up): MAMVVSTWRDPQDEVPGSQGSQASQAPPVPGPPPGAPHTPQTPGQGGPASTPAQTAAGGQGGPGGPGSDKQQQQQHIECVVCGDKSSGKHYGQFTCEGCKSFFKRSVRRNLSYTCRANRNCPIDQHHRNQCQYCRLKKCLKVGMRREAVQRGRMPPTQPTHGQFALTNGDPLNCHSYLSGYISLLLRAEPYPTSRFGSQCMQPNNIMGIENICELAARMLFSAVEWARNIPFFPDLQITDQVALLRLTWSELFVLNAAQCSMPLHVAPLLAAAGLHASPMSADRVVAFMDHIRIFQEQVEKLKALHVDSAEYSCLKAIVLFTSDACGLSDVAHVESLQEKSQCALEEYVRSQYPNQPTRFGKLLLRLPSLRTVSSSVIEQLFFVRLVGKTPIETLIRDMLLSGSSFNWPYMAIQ
NOD2 RIPK2 PPI: NOD2-RIPK2 binding disruptors in cells, primary screen, fluorescence, CHO cells, BLA complementation; Receptor-interacting serine/threonine-protein kinase 2 (Homo sapiens), O43353; 360,000 tested, 0.38% active; inhibition, % at 4.98 µM; CCF4 ratio; in the data active means inhibition above about 21%;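 further: 0% = vehicle only and 100% = reference blocker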
SRC2 inh: inhibition of GAL4-SRC2 driven luciferase reporter, primary screen, SRC2 inhibitor project, cell-based, luminescence; inhibition, % at 9 µM; HEK293 GAL4-SRC2 luciferase reporter; 370,000 tested, 0.17% active;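 active means inhibition above the mean inhibition of all tested compounds plus 3 SD, set per campaign, cut at about 52% in these data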;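 further: 0% = DMSO treated cells and 100% = cells given Gossypol at 36 µM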
* = called active by the depositor; ? = inconclusive; · = not tested or not shown. An excerpt; rates above refer to the full screens.

compound	Vif inh	TRAIL sens C8	EBV LMP1 NFkB	NCOA3 inh	TLR9-MyD88 inh	SRC1 inh	LRH-1 inv ag	TROY NFkB inh	NR2F2 inh	NOD2 RIPK2 PPI	SRC2 inh
Cc1cc(C(=O)N2CCC2(C)C(=O)NCCC#N)nn1C (centres undefined)	-1	-14	·	-24	·	-5	-14	5	2	-2	4
COc1ccc(CCNC(=O)COC(=O)C2CC2C)cc1OC (centres undefined)	-4	-13	2	19	7	12	34	-2	-3	-5	-7
Cc1ccc(NC2CC(C)NC(=S)N2)cc1 (centres undefined)	-4	7	6	1	-9	-2	-12	-6	-1	0	-8
COc1ccc(NC(C)=O)cc1S(=O)(=O)Nc1ccc(C(=O)N2CCCC2)cc1	4	-13	-3	2	0	-13	19	8	-6	-6	8
COc1ccc(C(=O)Nc2ccc(Cl)cn2)cc1S(=O)(=O)N1CCCC1	-2	-10	-6	-1	2	-20	12	-24	9	-15	-10
Cc1ccnc(NC(=O)c2ccc3c(c2)C(=O)N(CC(C)C)C3=O)c1	16	5	-8	-59	-1	-37	-25	-72	-21	-9	-46
COc1cccc(/C=C2\Oc3cc(OC(=O)N4CCOCC4)ccc3C2=O)c1	-6	-5	-10	1	-3	-2	11	-7	-21	-6	4
CCOC(=O)c1c(C)[nH]c(NC(=O)N2CCOCC2)c1C	0	-11	-11	15	0	8	3	-1	11	-1	-6
COCCCn1c(C)nnc1SCC(=O)Nc1ccc(C(C)=O)cc1	2	-4	4	0	8	-11	-10	18	-2	9	-4
CN1C(=O)NC(c2cccc([N+](=O)[O-])c2)C2=C1CCCC2=O (centres undefined)	-4	-3	2	10	-4	7	1	-10	1	6	-1
N#Cc1ccc(CN2CCN(C(=O)C3CC(=O)N(c4ccccc4F)C3)CC2)cc1 (centres undefined)	-1	5	-3	8	-6	-5	15	2	-13	-1	-40
Cc1ccc(NC(=O)Cc2cccs2)cc1Cl	-3	7	-15	-33	-7	-24	-21	-52	-15	-9	-17
CC1(C)CNC(=O)c2sc(N3CCCCC3)nc2C1	?	8	-11	-30	-10	-72	-1	-12	-2	-1	-31
Cc1ncc(CO)c2cc(S(=O)(=O)c3ccc(F)cc3)c(=O)oc12	10	-13	-9	-24	-8	2	-21	-4	0	-17	-8
NS(=O)(=O)c1ccc(CNC(=O)c2ccncc2)cc1	1	4	5	-15	-4	-17	7	1	-12	4	-13
Cc1ccc(S(=O)(=O)c2cn(C)c3cc(N4CCOCC4)c(F)cc3c2=O)cc1	-3	4	1	6	-1	-41	12	17	-23	-2	-17
CCOC(=O)c1[nH]c(C)c(C(=O)OCC(=O)N(Cc2ccccc2)C(C)C)c1C	-5	15	1	6	-7	-33	9	-6	9	-10	11
CC(=O)N1CCN(CC(=O)Nc2c(Cl)cc(Cl)cc2Cl)CC1	0	0	-8	5	-2	2	24	-15	11	1	18
Oc1ccccc1C=NCCCCCCN=Cc1ccccc1O	4	-4	-1	13	-10	0	2	-9	2	-1	12
O=C(N/N=C\c1cn(-c2ccccc2)nc1-c1ccccc1)c1ccc2c(c1)OCO2	-2	17	2	12	-3	-37	-23	-9	0	-7	-15
C/C(CC(=O)NCc1ccco1)=N\NC(=O)Cc1ccccc1	-5	1	7	3	-7	-4	-41	2	-15	5	-19
S=C(c1ccccc1)N1CCCc2ccccc21	-7	9	4	10	-5	5	10	4	16	-10	-10
O=C(O)c1ccc(-n2cccc2)cc1O	8	-10	-15	13	6	-12	17	4	0	-6	15
O=C(NCC1CCOCC1)c1ccc(OC2CCN(Cc3ccccn3)CC2)cc1	-12	-3	58*	6	1	-3	-5	2	6	4	-8
COc1cc(C(=O)NCc2ccc(S(N)(=O)=O)cc2)ccc1OCC(=O)N1CCOCC1	-2	-4	2	12	4	-28	2	-7	-4	4	3
N#Cc1ccc(C(=O)OCC(=O)N2CCN(C(=O)c3ccco3)CC2)cc1	6	1	3	4	-10	7	-19	0	12	-2	-6
CC(Oc1ccccc1)C(=O)Nc1ccc(S(=O)(=O)N2CCN(C)CC2)cc1 (centres undefined)	-4	15	-5	14	2	0	20	2	16	-2	-6
CC(=O)N1c2ccc(S(=O)(=O)N(C)CC(=O)NCc3ccc(C)cc3)cc2CC1C (centres undefined)	-2	-4	6	4	-3	9	-1	13	-4	-5	-3
O=C(COC(=O)c1cc(Cl)ccc1Cl)Nc1ccc2[nH]c(=O)[nH]c2c1	-3	9	1	10	-3	-6	11	-24	-15	2	-19
CCOc1cc(C(=O)N/N=C(\C)Cc2ccc(OC)cc2)cc(OCC)c1OCC	-4	3	-11	7	-14	-25	29	2	-51	11	3
C=CCC[C@H](CCCCC)OC(=O)/C=C/[C@@H](O)[C@H](O)C[C@H](O)CC=C	·	3	·	·	·	·	-9	-15	21	-11	10
COc1ccc(NS(=O)(=O)c2cc(Br)cc3c2N(C(C)=O)CC3)cc1	1	7	8	-5	7	-6	-15	9	9	-4	12
COc1cccc(-c2cc(C(=O)NCc3ccco3)c3ccccc3n2)c1	-3	-2	-21	-11	-4	-29	-8	9	6	-4	-10
O=C1CC(C(F)(F)C(F)(F)C(F)(F)C(F)F)=Nc2ccccc2N1	2	11	0	3	3	-29	-6	-14	4	-10	7
COc1ccccc1NC(=O)CSc1nnc(Cn2cnc3ccccc32)n1C	·	-7	-4	-13	-2	9	15	7	5	3	10
COc1cccc(CNC(=O)C2CCN(S(=O)(=O)c3ccccc3)CC2)c1	-20	-22	-3	-2	0	-10	7	16	-12	2	-11
CCCOc1ccc(S(=O)(=O)NCc2ccc(OC)cc2)cc1	1	-15	6	-25	-4	10	1	41	4	-6	0
COc1ccc(N2CCN(CC(=O)c3ccc(Cl)cc3)CC2)cc1	-18	-1	-4	3	-4	-4	7	-22	-6	-5	5
O=C1CCCC/C1=C\Nc1ccc(O)cc1	2	4	-7	-3	0	-10	7	7	13	-7	-2
Cc1csc(NC(=O)/C=C/c2ccc(C)o2)n1	-1	4	-6	-14	-5	-10	-21	6	-38	-9	-13
CCOC(=O)c1oc2ccccc2c1N	-11	5	-1	-42	-11	-51	-39	-46	-21	-11	-44
N#Cc1c(NC(=O)CSc2nnc(-c3ccco3)n2-c2ccccc2)sc2c1CCC2	-7	-4	-3	-4	2	-4	8	-1	2	0	-9
CCCCC(=O)Nc1cc(OC)c(NC(=S)NC)cc1OC	12	-3	-1	11	-5	12	-9	-7	8	-9	17
O=C(NCC1CCCO1)C1CCN(c2ccc(S(=O)(=O)N3CCCC3)cc2)CC1 (centres undefined)	-5	14	-11	9	-10	-8	12	7	-8	2	-10
COc1cnc(-c2ccccn2)nc1Oc1ccc(F)cc1F	-3	-2	12	-28	14	-46	-27	7	-4	-6	-46
O=C(Cc1ccccc1)NCC(=O)OCC(=O)c1ccc(Cl)cc1	-4	-16	-5	7	1	-4	4	-15	0	10	-14
O=C(Nc1ccc([N+](=O)[O-])cc1)C(=O)Nc1cccc(C(=O)O)c1	-1	86*	90*	-83	4	-133	-209	-29	-54	1	-22
Cc1ccc(S(=O)(=O)N/N=C/c2ccc(OS(=O)(=O)c3ccc(C)c([N+](=O)[O-])c3)cc2)cc1	-3	-21	-8	1	-2	2	11	20	9	-1	8
CSc1nc2sc3c(c2c(=O)n1CC(C)C)CC(C)(C)OC3	6	11	·	7	·	-14	17	11	14	4	14
O=C(NCCc1ccccc1F)/C(=C/c1cccnc1)NC(=O)c1ccccc1	-4	3	1	6	-8	4	18	-11	-6	1	13
Cc1ccccc1-c1nc(-c2cccnc2)no1	8	10	-47	-98	4	-71	-40	-38	-20	3	-142
C/C(Cn1nnc([N+](=O)[O-])n1)=N\NC(=O)c1ccccc1Cl	-5	38	-2	14	-6	-11	-13	-40	-7	2	-6
COc1cccc(NC(=O)[C@H](Cc2c[nH]c3ccccc23)NC(=O)[C@@H]2Cc3ccccc3CN2)c1	-3	13	-7	-91	-1	-37	-30	-15	-129	-10	-9
CC(=O)Nc1ccc(CN2C(=O)C(C)(C)ON=C2c2ccc(NC(C)=O)cc2)cc1	0	-6	·	-1	·	-2	-10	4	-11	4	-37
N#C/C(=C\Nc1ccc2c(c1)OCCO2)c1nc2ccccc2[nH]1	·	27	-39	-21	-11	-46	-24	66*	-25	-1	-46
CN(C(=O)CC1C(=O)NCCN1Cc1ccoc1)C1CCOCC1 (centres undefined)	9	-3	6	1	-10	-5	-1	13	12	1	-3

(continued)
compound	Vif inh	TRAIL sens C8	EBV LMP1 NFkB	NCOA3 inh	TLR9-MyD88 inh	SRC1 inh	LRH-1 inv ag	TROY NFkB inh	NR2F2 inh	NOD2 RIPK2 PPI	SRC2 inh
CC(C)c1nc2ccccc2n1CCC(=O)O	-1	18	-1	12	-9	-22	9	10	22	-11	8
COc1cccc(S(=O)(=O)Nc2ccc(C(=O)Nc3ccncc3)cc2)c1	-3	19	12	25	9	-112	1	-1	-12	3	5
C#CCOCC1CNC(=S)O1 (centres undefined)	9	-7	-6	8	-8	-15	-12	-18	-2	-11	-4
CC12CCC3(CO)COC(c4ccccc4O1)C2C3 (centres undefined)	9	-5	4	3	-11	-13	-9	11	-6	2	-2
O=C(NCc1ccc(F)cc1)C1C2C=CC3(CN(Cc4cccnc4)C(=O)C13)O2 (centres undefined)	-2	-6	-19	24	-9	-2	-1	5	6	-18	-5
Cn1c2ccccc2c(=O)c2cc(C#Cc3cccc(N)c3)ccc21	-9	-5	52*	-68	-1	-65	36	-52	·	-13	·
CCOC(=O)c1ccc(NC(=O)NCCN2CCCCC2)cc1	10	-13	-22	0	0	5	2	-14	-4	0	-8
O=C(NNC(=S)Nc1ccc(Br)cc1)c1ccc(N2CCOCC2)c([N+](=O)[O-])c1	-1	-7	3	12	-16	-14	-10	34	9	9	16
CC(=O)Nc1ccc(C(=O)OCC(=O)N(Cc2ccccc2)C(C)(C)C)cc1	-2	-12	-2	17	-8	-4	-4	13	9	8	2
O=C(c1ccc(F)cc1)N1CCN(C(=O)c2ccc([N+](=O)[O-])cc2)CC1	-1	1	-5	25	11	6	11	-26	-12	-9	-16
CCO/C=C1/C(=O)N(c2ccccc2OC)C(=O)c2ccccc21	-1	-3	-7	9	5	15	-1	-1	-1	-5	-10

Screens deposited in PubChem by several laboratories.
